Screens: PubChem BioAssay, several laboratories
UTI89 phage lysis: inhibition of K1F phage lysis, E. coli UTI89, bacterial capsule biogenesis inhibitors, alamar blue (AID 488966). E. coli UTI89 K1F phage lysis, alamar blue, 2 h; higher % means a stronger effect. one-dose inhibition, % at 100 µM; IC50 in µM for titrated hits. 340,000 compounds, 0.02% hits;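 active means phage lysis inhibition, versus mean bacterial control, above a set limit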;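 further: capsule biogenesis inhibitors block K1F phage lysis so surviving cells raise fluorescence; higher fluorescence means more inhibition of phage lysis; actives were called in the ten point dose series up to 300 µM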
AID2073: inhibitors of Mint1-CaV2.2 protein interaction, biochemical, HTRF (AID 2073) | Voltage-dependent N-type calcium channel subunit alpha-1B (Homo sapiens) | inhibition, % at 20 µM; hits with a dose series show IC50 in µM | HTRF protein-protein interaction, Mint1-CaV2.2; higher % means a stronger effect | 290,000 compounds, 0.19% hits; in the data active means inhibition mostly above about 51%, no sharp cut-off; further: some results filed as inactive read as strong as hits
GPR55 antagonists: GPR55 antagonists blocking LPI-driven arrestin recruitment, primary screen, imaging, U2OS, beta-arrestin-GFP, LPI agonist (AID 2013); 290,000 compounds, 0.13% hits; G-protein coupled receptor 55 (Homo sapiens); U2OS GPR55 beta-arrestin-GFP translocation imaging, LPI antagonism; higher % means a stronger effect; inhibition, % at 10 µM, or IC50 in µM where a hit was titrated;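 active means spots per cell inhibited over 60%, with over 100 cells counted and total cytoplasm intensity under 500,000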;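 further: U2OS cells stably carrying GPR55 and arrestin-GFP stimulated by 5 µM LPI near EC80; imaged beta-arrestin-GFP aggregate spots per cell after agonist stimulation; plate controls were LPI-stimulated DMSO wells for no effect and DMSO wells without LPI for full effect; some results filed as inactive read as strong as hits; confirmed hits need IC50 under 10 µM and bright autofluorescent wells are also inconclusive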
GPR35 arrestin U2OS: GPR35 antagonists blocking zaprinast-driven arrestin recruitment, primary screen, imaging, U2OS, beta-arrestin-GFP, zaprinast agonist (AID 2058). 290,000 compounds, 0.052% hits. U2OS GPR35 beta-arrestin-GFP translocation imaging, zaprinast antagonism; higher % means a stronger effect. G-protein coupled receptor 35 (Homo sapiens). one-dose inhibition, % at 10 µM; IC50 in µM for titrated hits;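 active means inhibition of at least 50% with at least 30 cells and total cytoplasm GFP at most 10,000,000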
NTR1 agonist: agonists of NTR1, primary screen, imaging, U2OS cells, beta-arrestin-GFP, high content (AID 493036) | NTR1-U2OS beta-arrestin-GFP spot imaging, agonist mode | Neurotensin receptor type 1 (Homo sapiens), P30989 | 330,000 compounds, 0.17% hits | activation, % at 20 µM;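 active means activation at or above 40% of the spot to cytoplasm intensity ratio, with at least 20 cells analyzed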;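 further: 0% = DMSO without peptide and 100% = 100 nM NTR1 peptide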
Target sequence (P30989 whole entry, looked up): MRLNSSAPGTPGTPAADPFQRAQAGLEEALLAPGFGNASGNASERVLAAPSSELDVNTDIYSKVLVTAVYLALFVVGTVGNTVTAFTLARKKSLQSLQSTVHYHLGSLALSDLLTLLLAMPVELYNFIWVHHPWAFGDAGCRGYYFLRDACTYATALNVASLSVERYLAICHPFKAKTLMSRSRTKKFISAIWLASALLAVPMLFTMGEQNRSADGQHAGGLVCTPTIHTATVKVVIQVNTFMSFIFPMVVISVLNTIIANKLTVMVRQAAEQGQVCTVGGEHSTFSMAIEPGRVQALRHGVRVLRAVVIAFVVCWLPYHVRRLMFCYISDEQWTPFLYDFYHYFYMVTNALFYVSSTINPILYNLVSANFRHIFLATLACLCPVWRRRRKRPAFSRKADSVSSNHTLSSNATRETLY
SIAH1 antagonists: Siah-1 peptide-binding antagonists, primary screen, biochemical, fluorescence polarization, rhodamine-plectin, uHTS (AID 1817); E3 ubiquitin-protein ligase SIAH1 (Homo sapiens); Siah-1 / rhodamine-plectin peptide fluorescence polarization; higher % means a stronger effect; displacement, % at 20 µM; hits with a dose series show IC50 in µM; 290,000 compounds, 0.02% hits;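 active means displacement of at least 50% at 20 µM, with a fluorescence ratio check between 0.3 and a set limit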;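 further: plate controls were Siah plus tracer with DMSO for no effect and tracer alone without Siah for full effect; strong numbers were not always called active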
NS5 inhibitors: Dengue-2 NS5 methyltransferase inhibitors, primary screen, biochemical, confirmation dose response (AID 588689); Genome polyprotein (Dengue virus type 2 (strain 16681-PDK53)); 340,000 compounds, 0.3% hits; Dengue-2 NS5 methyltransferase capping enzyme assay, biochemical; higher % means a stronger effect; one-dose inhibition, % at 25 µM; IC50 in µM for titrated hits; in the data active means a potency from the dose series
HIV fusion peptide: inhibitors of HIV fusion peptide binding, primary screen, biochemical, uHTS, fluorescence dequenching (AID 1986); cell-free peptide binding, fluorescence dequenching, 30 min; higher % means a stronger effect; inhibition, % at 20 µM; hits with a dose series show IC50 in µM; 290,000 compounds, 0.3% hits; in the data active means inhibition mostly above about 52%, no sharp cut-off; inactive means mostly below about 76%; further: some results filed as inactive read as strong as hits
GPR55 beta-arrestin: GPR55 agonists via beta-arrestin recruitment, primary screen, imaging, U2OS cells, beta-arrestin-GFP redistribution (AID 1961); G-protein coupled receptor 55 (Homo sapiens); U2OS GPR55 beta-arrestin-GFP redistribution imaging; higher % means a stronger effect; activation, % at 10 µM, or EC50 in µM where a hit was titrated; 290,000 compounds, 0.048% hits;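 active means activation above 40% with more than 50 cells counted in the well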;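 further: U2OS osteosarcoma cells stably expressing GPR55 and beta-arrestin-GFP; plate controls were DMSO negative control for no effect and LPI positive control for full effect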
NTR1 agonist cell count 20 µM: further read-out of NTR1 agonist, marked with its call; cell count; measured here: cell count, cytotoxicity flag
* marks the source's active call; other numbers are inactive results; i = inactive; . = no result given; [ ] = remark or other dose.

SMILES | UTI89 phage lysis | AID2073 | GPR55 antagonists | GPR35 arrestin U2OS | NTR1 agonist | NTR1 agonist cell count 20 µM | SIAH1 antagonists | NS5 inhibitors | HIV fusion peptide | GPR55 beta-arrestin
Cc1[nH]n(-c2ccccc2)c(=O)c1/C=N/NC(=O)c1cccc(F)c1 | 0.3% | -7% | -8% | 3% | 0.7 | 95 | -8% | -5% | 5.5% | -0.2%
COCCCNC(=O)c1cc(C(=O)c2ccccc2Br)c[nH]1 | 0.4% | 15% | -3% | 2% | -0.5 | 52 | 4% | -2% | -1.4% | 2.1%
O=C(CSc1cccc2cccnc12)OCC(=O)c1ccc(Br)cc1 | 0.0% | 4% | 3% | -5% | 0.4 | 42 | -4% | 9% | 2.0% | 0.3%
C=CCn1c(SCC(=O)NC2CCCCC2)nnc1-c1ccc(OC)cc1 | 2.3%[50 µM] | -1% | 3% | 15% | -0.4 | 82 | -1% | -5% | 0.7% | -0.2%
CCCOC(=O)Cc1c(O)c2ccccc2[nH]c1=O | 1.2% | -1% | -7% | 4% | -0.2 | 43 | -2% | -1% | 2.9% | -0.2%
CCOC(=O)C(NC(=O)CC)(Nc1ccc(S(=O)(=O)Nc2onc(C)c2C)cc1)C(F)(F)F (configuration not stated) | -1.3% | -4% | 1% | 10% | 0.2 | 88 | 0% | 6% | 1.5% | -0.1%
CCCNC(=O)c1c(CSc2ccccc2)noc1C(=O)NCc1ccccc1 | -0.5% | 3% | -1% | -15% | 5.0 | 89 | 0% | -2% | -2.1% | -0.2%
O=C1CC(c2ccccc2)CC(O)=C1C=Nc1cccc(Cl)c1 (configuration not stated) | 0.0% | 11% | -1% | 5% | 1.0 | 80 | 7% | -6% | 6.9% | -0.3%
O=C(Cc1ccc(Cl)cc1)Nc1cccc(-c2nnc(-c3ccco3)o2)c1 | 0.3% | 38% | -13% | 8% | 9.0 | 98 | 5% | -7% | 0.5% | -0.2%
CC#CCCCC(=O)Nc1ccccc1C(=O)O | 0.5% | -2% | 19% | 23% | 1.2 | 59 | -1% | 0% | 16% | 0.3%
Cc1ccc(N(Cc2ccccc2O)C(=O)c2ccccc2F)cc1 | -1.1% | -2% | 1% | 1% | 3.0 | 87 | -2% | 1% | 0.5% | -0.1%
CC1=C(C(=O)N2CCOCC2)C(c2cccc3ccccc23)NC(=S)N1 (configuration not stated) | 3.3%[50 µM] | -19% | 8% | 8% | 1.5 | 39 | -9% | 1% | -3.1% | 0.1%
CC1CC(C)(C)NC(=S)N1CCC(=O)N1CCc2ccccc2C1 (configuration not stated) | 0.3% | -1% | 14% | -2% | 0.1 | 66 | 1% | -9% | 0.3% | -0.2%
COc1ccc(CCNc2nc(C)nc3c2nnn3Cc2ccccc2)cc1 | 0.0% | 11% | -3% | -2% | 1.4 | 47 | 5% | -2% | 0.5% | -0.3%
O=C(O)c1ccc(/C=C2\SC(=Nc3ccccc3)N(c3ccccc3)C2=O)cc1 | 1.6% | 15% | 4% | -10% | -0.1 | 84 | 0% | . | 21% | 0.0%
O=C(Cn1ncc2c([nH]c3ccccc32)c1=O)N1CCN(c2ccccn2)CC1 | -0.2% | 8% | 11% | 9% | -0.8 | 60 | -6% | 0% | -2.8% | -0.1%
CCCCOc1ccc(N(CC(=O)NC2CCCCC2)C(=O)CCC(=O)Nc2ccccn2)cc1 | 0.3% | 29% | 8% | 13% | 2.9 | 48 | 0% | -8% | 1.3% | -0.1%
CCOC(=O)c1[nH]c2c(c1C)C(=O)CC(c1ccc(OC)c(OC)c1)C2 (configuration not stated) | 0.4% | 5% | 8% | -14% | 1.3 | 68 | 5% | -5% | 1.2% | -0.2%
O=C(CNC(=O)c1ccco1)OCc1ccc(Br)cc1 | 0.2% | 6% | -4% | 6% | 0.8 | 71 | 9% | -5% | -1.5% | -0.1%
O=C(NCCO)/C(=C\c1ccc(Br)cc1)NC(=O)c1cccs1 | 1.9% | -10% | 6% | 13% | 2.9 | 58 | 2% | -28% | -0.7% | 0.2%
COC(=O)C1CCN(Cc2nnc(-c3ccccc3)o2)CC1 | 0.2% | 15% | 1% | 10% | 0.1 | 72 | -4% | -3% | -1.2% | 0.4%
O=C(Nc1ccn(Cc2c(F)c(F)cc(F)c2F)n1)c1cccc(Cn2cc([N+](=O)[O-])cn2)c1 | -11% | -4% | -8% | 6% | 0.8 | 68 | -8% | -8% | 1.6% | 0.0%
O=C(Nc1ccc2c(c1)OCO2)c1ccc(S(=O)(=O)N2CCCC2)cc1 | 0.1% | 7% | 3% | -1% | 0.7 | 51 | -2% | -2% | 0.2% | 0.1%
COc1cccc(N(CC(=O)Nc2cccc(N(C)S(C)(=O)=O)c2)S(C)(=O)=O)c1 | 2.4% | -3% | -3% | 15% | 1.0 | 53 | 0% | -2% | -0.5% | 0.2%
COc1ccc(/C=C/C(=O)Nc2nc(C)c(C(=O)N(C)C)s2)cc1OC | 5.1% | 11% | 7% | -12% | 1.6 | 58 | 2% | -1% | -1.4% | 0.4%

Next part.
SMILES | UTI89 phage lysis | AID2073 | GPR55 antagonists | GPR35 arrestin U2OS | NTR1 agonist | NTR1 agonist cell count 20 µM | SIAH1 antagonists | NS5 inhibitors | HIV fusion peptide | GPR55 beta-arrestin
CCCC(=O)Nc1ccc(NC(=O)c2ccco2)c(OC)c1 | -0.2%[50 µM] | 6% | 13% | 9% | 0.2 | 42 | 2% | -1% | -1.6% | -0.2%
COc1ccc2c(c1)c(CC(=O)NCc1cc([N+](=O)[O-])ccc1O)c(C)n2C(=O)c1ccc(Cl)cc1 | 1.2%[50 µM] | 11% | 18% | 12% | 9.5 | 52 | -14% | -3% | -4.0% | -0.1%
O=C(CSc1nc2ccccc2c(=O)n1CCCO)NCc1ccccc1 | 0.9% | 14% | 8% | -2% | -0.5 | 50 | 0% | -3% | -0.5% | 0.0%
O=C(NCc1ccccn1)Nc1ccc(F)c(Cl)c1 | 0.2% | 6% | -1% | -12% | 1.3 | 52 | 3% | 2% | 0.5% | 0.0%
COc1ccc(C(=O)NNC2=NCCCCC2)cc1 | 1.1% | 0% | 3% | 2% | 1.5 | 39 | 5% | -2% | 1.0% | 0.6%
CCC1(C)Cc2ccccc2-c2nc(SCC(N)=O)[nH]c(=O)c21 (configuration not stated) | -0.1% | 4% | 10% | -3% | -0.4 | 91 | 2% | -3% | -0.6% | 0.0%
NC(=O)C1(N2CCCCC2)CCN(CC(=O)Nc2ccccc2Sc2ccccc2)CC1 | 4.1% | -4% | -3% | 13% | 11 | 56 | 5% | -3% | -2.3% | -0.1%
CC(=O)OCCn1c(C)[n+](CCOC(C)=O)c2cc(Cl)c(Cl)cc21 | 0.4% | 4% | 5% | 9% | 2.3 | 46 | 5% | 0% | 1.7% | -0.3%
CC(C)c1ccc(-c2nc3c([nH]2)c(=O)n(C)c(=O)n3C)cc1 | 0.6% | 6% | 3% | -6% | 1.2 | 64 | -5% | 5% | 1.6% | -0.1%
CCOC(=O)c1c(C)[nH]c(C(=O)COC(=O)/C=C/c2ccc3c(c2)OCO3)c1C | 1.3% | 36% | 6% | -1% | -0.9 | 74 | 14% | 0% | 4.2% | -0.2%
O=C(Nc1ccc2c(c1)CCC2)C1COc2ccccc2O1 (configuration not stated) | 2.0% | -3% | -15% | -6% | 2.7 | 72 | -1% | -1% | -0.8% | 1.0%
CCC1=NC(c2ccc(OC)cc2OC)N(O)C1(C)C (configuration not stated) | 2.8% | -9% | 7% | -8% | 0.6 | 74 | 3% | -3% | -0.4% | -0.2%
O=C(CSc1nnc(-c2cccc(S(=O)(=O)N3CCCC3)c2)n1-c1ccccc1)Nc1cccc(C(=O)O)c1 | 0.2% | 2% | -7% | -14% | 0.2 | 59 | 3% | -10% | 1.5% | 0.0%
Cn1c(=O)c2c(nc(SCCNS(=O)(=O)c3ccccc3)n2C)n(C)c1=O | 0.1% | -8% | -2% | 10% | 5.2 | 75 | -1% | -1% | -0.3% | 0.4%
COc1ccc(S(=O)(=O)N2CCCC(C(=O)Nc3ccc(OC)c(OC)c3)C2)cc1 (configuration not stated) | 1.4% | 4% | 17% | 13% | 0.4 | 69 | 2% | -8% | -0.5% | -0.1%
CCOc1ccc(CCNC(=O)CCC(=O)N2CCSc3ccccc32)cc1OCC | -2.7% | 7% | 2% | 11% | -0.5 | 49 | 1% | 0% | -0.1% | -0.3%
Cc1cc(C)c(C)c(S(=O)(=O)NCCN2CCOCC2)c1C | 9.3% | 8% | 3% | 4% | -0.1 | 63 | 6% | 6% | 2.1% | -0.2%
CC(=O)NS(=O)(=O)c1ccc(NC(=O)CSc2ccc(C)cc2)cc1 | -3.0% | 6% | -4% | -17% | 0.5 | 74 | -2% | -2% | 2.9% | -0.1%
CCN(CCCNC(=O)C1CCN(S(=O)(=O)CC)CC1)c1cccc(C)c1 | 2.1% | -12% | 22% | 12% | -0.3 | 37 | 2% | -3% | -3.1% | 0.0%
CCn1nnc(NC(=O)C(C)(c2ccccc2)c2ccccc2)n1 | -0.3% | 9% | -10% | 1% | 1.6 | 48 | 1% | -7% | -0.7% | -0.1%
CCCC(=O)c1cc(-c2nc3ccccc3n2C)n(C)c1 | 2.7% | 6% | 16% | -13% | 0.5 | 51 | 13% | 0% | 2.1% | 0.1%
Cc1ccc(-c2cn(S(=O)(=O)c3cccc4nsnc34)nc2N)cc1 | 0.7% | 3% | 11% | -1% | 0.6 | 58 | 4% | -3% | -0.2% | -0.1%
CC(/C=N/Nc1nc(C)cc(C)n1)=C\c1ccc(C(C)C)cc1 | i | 8% | 11% | -13% | 0.6 | 47 | 1% | 4% | -2.5% | 0.1%
COC(=O)Cc1ccc(NC(=S)N2CCCCC2C)cc1 (configuration not stated) | 0.2% | 12% | 7% | -10% | 1.9 | 48 | 4% | -8% | -2.1% | 0.3%
COC(=O)c1ccc(NC(=O)Cc2ccc(C)cc2)cc1 | -0.8% | 1% | 1% | -4% | -1.8 | 78 | -9% | 0% | 0.8% | -0.1%
